# MmCpn inh: M. maripaludis TRiC chaperonin inhibition | AID 504842 | purified Mm-Cpn ATPase, ADP Transcreener TR-FRET | actives 0.031% (n = 330,000) | Potency, µM (titrated, usually from 76.9 µM), for the others: top-dose activity, negative = inhibition, most hits filed as inhibitors; also: potency is read from the fitted curve at half-maximal effect; % is scaled to controls: 0 for no effect and ±100 for the full control effect; nearly all actives have a fitted effect of over 80% in size
#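 Purified archaeal chaperonin (25 nM final) was preincubated with compound for 10 min at 37°C, then ATP (10 uM final) was added for 30 min at 37°C in Tris pH 7.4/KCl/MgCl2/DTT buffer. ADP was quantified by HTRF Transcreener TR-FRET.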
# PI5P4K alpha inh: inhibitors of human PI5P4K alpha | P48426 | PI5P4Kalpha enzyme, ADP-Glo luminescence, 60 min; hits give low values | max response, % | actives 1.2% (n = 330,000) | AID 652105; active = max response of -50% or lower; inconclusive = between -30% and -50%; inactive = -30% or higher; also: value at the top dose of about 77 µM; % is scaled to controls: 0 for no effect and ±100 for the full control effect
# Target sequence (P48426 whole entry, looked up): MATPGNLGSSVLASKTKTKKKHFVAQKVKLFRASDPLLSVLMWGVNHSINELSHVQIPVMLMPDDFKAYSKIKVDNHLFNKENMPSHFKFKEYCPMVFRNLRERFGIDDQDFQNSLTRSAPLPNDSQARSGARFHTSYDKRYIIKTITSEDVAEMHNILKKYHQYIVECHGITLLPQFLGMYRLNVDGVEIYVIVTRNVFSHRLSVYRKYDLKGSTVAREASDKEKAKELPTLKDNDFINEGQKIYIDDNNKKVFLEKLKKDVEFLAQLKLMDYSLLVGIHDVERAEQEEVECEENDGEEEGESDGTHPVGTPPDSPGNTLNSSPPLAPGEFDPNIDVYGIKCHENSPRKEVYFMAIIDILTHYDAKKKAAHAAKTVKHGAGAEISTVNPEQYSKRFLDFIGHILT
#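 PI5P4Kalpha ADP-Glo assay; 5 microM ATP final; 60 min RT reaction; HEPES pH 7.4/EGTA/CHAPS, 5% DMSO; controls lacking substrate or enzyme; luminescent end-point.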
# EPAC2 antag: EPAC2 (human) antagonism; Q8WZA2; EPAC2 GEF exchange of Rap1B-BODIPY-GDP, fluorescence; Potency, µM (top dose mostly 114 µM), for inactives: at the highest dose activity, negative = inhibition, actives largely listed as inhibitors; actives 0.18% (n = 360,000); AID 720708; also: potency is read from the fitted curve at half-maximal effect; % is scaled to controls: 0 for no effect and ±100 for the full control effect; nearly all actives have a fitted effect of over 45% in size; many of its hits are not listed in these tables
# EPAC1 agonist: EPAC1 (human) agonism; O95398; EPAC1 agonist qHTS, biochemical assay; response scale: 100% = response to 6.5 mM cAMP; Potency, µM (titrated, usually from 154 µM), for the others: top-dose activation, actives largely listed as activators; actives 0.073% (n = 360,000); AID 720707; also: potency is read from the fitted curve at half-maximal effect; nearly all actives have a fitted effect of over 60% in size
#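 Multi-concentration qHTS readout: loss of Rap1B-bound BODIPY-GDP fluorescence driven by 100 nM EPAC1 with excess GDP (50 uM), monitored kinetically at room temperature; agonist response expressed relative to 6.5 mM cAMP.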
# EPAC1 antagonist: antagonists of human EPAC1. Potency, µM (highest dose often 115 µM), inactives show top-dose activity change, negative = inhibition, usual class: inhibitors. O95398. actives 0.14% (n = 360,000). AID 720709. EPAC1 GEF assay, Rap1b-BODIPY-GDP exchange fluorescence;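 also: potency is read from the fitted curve at half-maximal effect; plate controls were vehicle for no effect and positive control for full effect; nearly all actives have a fitted effect of over 50% in size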
# WRN inhibitor: inhibitors of human WRN helicase. Q14191. WRN helicase unwinding, fluorescent forked duplex, kinetic. Potency, µM (top dose mostly 114 µM), without a hit: top-dose activity change, negative = inhibition, most hits filed as inhibitors. actives 0.46% (n = 360,000); also: potency is read from the fitted curve at half-maximal effect; % is scaled to controls: 0 for no effect and ±100 for the full control effect; nearly all actives have a fitted effect of over 55% in size
#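 Enzyme (20 nM final) and test compound sit together 15 min at room temperature before substrate addition. Substrate is a single-forked duplex oligonucleotide (100 nM) labelled with fluorophore and quencher, with 2 mM ATP; helicase unwinding raises red fluorescence, read kinetically.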
# CCT chaperon mod: cytosolic chaperonin activity modulation. activity change, % (test concentration not listed), hits read low. AID 651819. purified chaperonin ATPase assay, HTRF ADP detection, 30 min. actives 0.3% (n = 360,000); in the data active = activity change below about -30%; also: % is scaled to controls: 0 for no effect and ±100 for the full control effect
#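 TRiC (40 or 20 nM final, by batch activity) in 30 mM Tris pH 7.4, 100 mM KCl, 5 mM MgCl2, 1 mM DTT was treated with compound at 76 uM single dose, then 10 uM ATP, 30 min at 37 °C. ADP was read by HTRF Transcreener.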
# PLK1 PBD block: blocks phosphopeptide binding to human PLK1 polo-box domain. AID 720504. actives 2.8% (n = 360,000). P53350. Potency, µM, inactives show max response, negative = inhibition, actives largely listed as inhibitors. Plk1 PBD binding of FITC phosphopeptide, fluorescence polarization; also: potency is read from the fitted curve at half-maximal effect; series mostly up to about 57 µM; % is scaled to controls: 0 for no effect and ±100 for the full control effect; nearly all actives have a fitted effect of over 65% in size
# Target sequence (P53350 whole entry, looked up, the tested form may be a part): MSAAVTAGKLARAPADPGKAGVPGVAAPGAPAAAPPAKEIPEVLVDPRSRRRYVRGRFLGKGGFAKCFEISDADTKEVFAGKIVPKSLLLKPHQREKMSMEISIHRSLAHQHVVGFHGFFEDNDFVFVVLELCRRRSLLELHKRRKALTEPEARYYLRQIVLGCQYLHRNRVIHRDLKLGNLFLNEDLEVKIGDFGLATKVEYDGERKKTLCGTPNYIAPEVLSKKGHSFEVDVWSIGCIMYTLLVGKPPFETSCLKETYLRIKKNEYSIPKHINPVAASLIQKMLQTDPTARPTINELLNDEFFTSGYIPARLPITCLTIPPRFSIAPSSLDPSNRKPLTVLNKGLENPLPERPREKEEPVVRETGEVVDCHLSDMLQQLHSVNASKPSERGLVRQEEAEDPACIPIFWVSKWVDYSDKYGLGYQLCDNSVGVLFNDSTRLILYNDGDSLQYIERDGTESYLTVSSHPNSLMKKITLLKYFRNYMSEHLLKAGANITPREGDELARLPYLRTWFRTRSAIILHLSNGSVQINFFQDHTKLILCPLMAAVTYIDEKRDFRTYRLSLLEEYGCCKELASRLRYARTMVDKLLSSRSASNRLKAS
# The depositor's hits bear a star; ? = inconclusive; . = not tested or not shown; [ ] = another dose, or the depositor's remark. Unless noted, calls follow the shape of the dose curve; as a rule, active = well fitted curve in the direction sought with a large enough effect; inconclusive = small, poorly fitted or top-dose-only effect, or another doubt; inactive = no such curve, though single readings can be large; an effect the other way counts as inactive or inconclusive.
SMILES,MmCpn inh,PI5P4K alpha inh,EPAC2 antag,EPAC1 agonist,EPAC1 antagonist,WRN inhibitor,CCT chaperon mod,PLK1 PBD block
Cc1c(NC(=O)C2CCCCN2S(=O)(=O)c2ccc(Cl)cc2)c(=O)n(-c2ccccc2)n1C (stereo not given),-3%,-3,-3%,-10%,1%,4%,-3.4,-4%
CCCN(CCC)CCCNC(=O)c1ccc2c(c1)N(CC)C(=O)c1ccccc1S2=O (stereo not given),-1%,2,-1%,-7%,-2%,-6%,1.2,-3%
C#CCOCCOCCOCCNc1nc(N2CCN(C(=O)[C@H](CCCCN)n3cc(CC(C)O)nn3)CC2)nc(N2CCN(C(=O)[C@H](Cc3ccc(O)cc3)n3cc(CCO)nn3)CC2)n1 (stereo not given in full),.,4,21%,-8%,-10%,4%,-0.6,-6%
CCC(C)NC(=S)NNC(=O)c1ccc(C(C)(C)C)cc1 (stereo not given),-4%,-4,-1%,-6%,-10%,10%,-0.3,-8%
CCCNC(=S)N1CCN(c2nc(-c3ccc(C)cc3)cs2)CC1,-7%,18,-1%,9%,-10%,-3%,0.4,4%
CCOC(=O)Cc1csc(NS(=O)(=O)c2ccc(Cl)cc2)n1,0%,5,8%,3%,-9%,-15%,-2.0,2%
Cc1[nH]c2ccc(C(=O)N3CCCCC3)cc2c1C,0%,-4,-6%,-5%,9%,0%,0.5,-2%
COc1cc2c(cc1OC)CN(C(=O)CN1C(=O)NC3(CCCCC3C)C1=O)CC2 (stereo not given),2%,-1,9%,-8%,7%,10%,1.4,-6%
CC1(C)CC(=O)C(C=NCc2cccnc2)=C(O)C1,1%,6,-1%,6%,-2%,7%,-1.9,-5%
COCCCNC(=O)c1ccc(-c2csc(C)n2)cc1,1%,1,-2%,-6%,-8%,-11%,2.3,-5%
CCCC(=O)Nc1ccc(NC(=O)c2ccco2)cn1,-3%,-2,13%,-4%,10%,-4%,-3.3,0%
COc1ccc(Cl)cc1NC(=O)C1CCN(S(C)(=O)=O)CC1,2%,7,9%,9%,7%,-11%,0.5,-3%
Cc1cc(NC(=O)COC(=O)Cn2[nH]c(=O)c3ccccc3c2=O)c([N+](=O)[O-])cc1C,1%,-4,3%,3%,10%,3%,-5.2,-2%
CC(=O)N1CCN(C(=O)c2ccc(Oc3ccccc3)cc2)CC1,0%,-9,3%,3%,-3%,-32%,-2.0,-7%
COc1cccc(NC(=O)C(C)N2C(=O)c3ccccc3S2(=O)=O)c1 (stereo not given),0%,6,0%,-3%,-23%,-5%,0.7,-1%
CCOCCc1nnc(NC(=O)C2CC(=O)N(CCc3ccc(F)cc3)C2)s1 (stereo not given),-1%,-2,0%,9%,13%,-5%[57.1 µM],0.8,-22%
COc1ccc(C2C3=C(CC(c4ccco4)CC3=O)Nc3ccccc3N2C(C)=O)cc1 (stereo not given),1%,-11,6%,8%,-9%,-11%,1.7,4%
Cc1ccc(Nc2ccc(C(=O)O)cc2N)cc1,-7%,-11,0%,6%,5%,2%,-0.7,-7%
NC(=O)c1ccc(NC(=O)COC(=O)CNC(=O)c2sc3ccccc3c2Cl)cc1,-5%,-3,15%,-2%,14%,-2%,1.6,1%
C=C1CCN([C@@H](Cc2ccccc2)C(=O)N2CCOCC2)S(=O)(=O)c2ccccc21,.,-3,6%,1%,-5%,0%,-0.7,-17%
O=C(N/N=C/c1c(O)ccc2ccccc12)c1[nH]ncc1Br,-9%,-17,-22%,3%,?,-11%,-0.5,48%[activator]
C=CCNC(=O)C(=O)c1cccn1-c1ccsc1C(=O)OC,0%,2,9%,2%,-7%,-1%,1.0,-2%
CCC(=O)c1ccc(OCC(=O)OCC(=O)N(CCC#N)c2ccc3c(c2)OCCO3)cc1,1%,1,6%,-2%,5%,6%,-1.3,3%
Cn1ncc2c(=S)[nH]c(=S)[nH]c21,.,-29,8%,6%,-3%,2%,0.0,27µM*
O=C(O)CCCCCN1C(=O)/C(=C\c2ccc(-c3ccc(Cl)cc3)o2)SC1=S,0%,2,-2%,1%,-3%,-9%[11.6 µM],-0.7,-15%
CC(C)(C)c1ccc(C(=O)N2CCCCCC2=O)cc1,-1%,2,-2%,6%,-6%,3%,-1.0,-8%
CSC(=NC#N)N1CCN(c2c(C)cccc2C)CC1,-3%,-13,-14%,-7%,?,-35%,-3.3,?
Cc1ccc(-c2nn(C)c(=O)c3ccccc23)cc1S(=O)(=O)N1CCOCC1,-6%,.,3%,-1%,-1%,-1%,-2.6,0%
Cc1ccc(C(=O)Nc2ccccc2C(=O)NC(Cc2c[nH]c3ccccc23)C(=O)O)cc1 (stereo not given),0%,-4,-8%,-1%,-22%,-12%,0.5,?
O=C(O)C(=O)/C(=C\c1ccc(Cl)cc1)c1ccc2ccccc2n1,2%,1,-15%,-21%,?,-16%,1.0,?
Cc1csc2nc(CSc3ccc(Cl)cc3)cn12,-1%,-13,2%,-4%,-4%,2%[57.1 µM],-0.8,6.7µM*
O=c1c2ccccc2nc(SCc2nnc(-c3ccccc3Br)o2)n1Cc1ccco1,-11%,.,0%,6%,2%,-6%[57.1 µM],1.6,-15%
Cc1cc(/C=C2/C(=N)N3C(=NC2=O)SN=C3S(C)(=O)=O)c(C)n1-c1ccc(F)cc1,-1%,-64*,-13%[57.1 µM],-11%,-22%,-11%,-1.2,?
Clc1ccc(Oc2ncnc3oc(-c4ccccc4)cc23)cc1,-1%,1,-8%,5%,-5%,3%,-2.2,-5%
Cc1ccc(S(=O)(=O)N(C)C)cc1[N+](=O)[O-],2%,-5,-1%,6%,-7%,-8%,-1.0,-17%
C[C@H]1CN([C@@H](C)CO)C(=O)CCCn2cc(nn2)CO[C@@H]1CN(C)S(=O)(=O)c1ccc(-n2cccn2)cc1,.,10,?,4%,19%,-10%,-3.1,?

# Brought forward from above: two compounds; new compounds follow.
SMILES,MmCpn inh,PI5P4K alpha inh,EPAC2 antag,EPAC1 agonist,EPAC1 antagonist,WRN inhibitor,CCT chaperon mod,PLK1 PBD block
Cc1ccc(S(=O)(=O)N(C)C)cc1[N+](=O)[O-],2%,-5,-1%,6%,-7%,-8%,-1.0,-17%
C[C@H]1CN([C@@H](C)CO)C(=O)CCCn2cc(nn2)CO[C@@H]1CN(C)S(=O)(=O)c1ccc(-n2cccn2)cc1,.,10,?,4%,19%,-10%,-3.1,?
CCCC(=O)Nc1ccc(C(=O)COC(=O)C2CC2)cc1,-5%,-4,-5%,-1%,-6%,3%,-2.1,-14%
COc1ccc(OCCSc2nnc3sc4ccccc4n23)cc1,0%,.,-4%,10%,-3%,-21%,-4.5,-3%
O=C(Nc1cnn(Cc2c(Cl)cccc2Cl)c1)C(c1ccccc1)c1ccccc1,-4%,-4,-1%,12%,-9%,-8%,-0.3,2%
Cn1c(N)c(C(=O)COC(=O)C2(c3cccc(F)c3)CCCC2)c(=O)n(C)c1=O,1%,11,?,-4%,?,-6%,-4.0,-10%
O=C(Cc1ccsc1)NNC(=O)c1cccc(Cl)c1,2%,1,6%,8%,-13%,-4%,1.0,-16%
COc1ccc(NC2CCCN(C(=O)c3ccc4[nH]c(C)c(C)c4c3)C2)cc1OC (stereo not given),-21%,3,3%,-11%,9%,10%,-2.8,-3%
O=C1Nc2ccccc2SC1c1ccccc1Cl (stereo not given),.,4,-7%,-14%,-14%,6%,-1.0,-4%
C/C(=N\NC(=O)c1cccc(N/N=C(\C)c2ccccc2)c1)c1ccccc1,1%,-27,11%,-8%,-10%,-2%,-0.1,-11%
O=C(CCCN1C(=O)c2cccnc2C1=O)Nc1ccc(F)cc1Cl,-2%,-2,7%,8%,-5%,-3%,1.1,0%
Nc1nc(NCCCN2CCOCC2)nc(Nc2ccc(F)cc2)c1[N+](=O)[O-],4%,16,13%,-2%,-14%,-4%,-5.6,3%
Cc1ccc(NC2c3ncccc3C(=O)N2Cc2cccs2)cc1 (stereo not given),?,3,-1%,-5%,?,?,0.9,21µM*
COC(=O)c1cc(=O)n(-c2ccccc2)c(=Nc2ccccc2)s1,1%,6,6%,15%,?,-5%,0.0,?
O=C1CC(Nc2ccccc2)C(=O)N1Cc1ccccc1 (stereo not given),-6%,-1,-6%,2%,16%,1%,-0.2,-8%
CC(C)C[C@H]1CNC(=S)N1CC1CCCN1C[C@H](Cc1ccccc1)N1C[C@H](Cc2ccccc2)N(CC2CCCCC2)C1=S (stereo not given in full),.,-3,18%,-9%,-8%,-19%,-0.7,1%
Cc1cc(C)n(CC(C)NCc2cn[nH]c2-c2cccc3ccccc23)n1 (stereo not given),-5%,0,-30%,15%,5%,-3%,-6.0,-12%
O=C(NCCc1cccnc1)C1CCC(=O)N(Cc2cccc(C(F)(F)F)c2)C1 (stereo not given),?,1,7%,-3%,11%,-11%,3.6,0%
NC(CC(=O)OC1CCCCC1)C(=O)OC1CCCCC1 (stereo not given),-1%,-3,6%,-11%,4%,8%,-1.6,0%
Cc1ccccc1NC(=O)c1cc(S(=O)(=O)N2CCOCC2)ccc1F,1%,.,-4%,6%,-4%,0%,-2.9,-8%
CCCCn1nnnc1C(c1ccccc1)N1CCN(c2ccccn2)CC1 (stereo not given),.,-2,-12%,4%,?,5%,-0.8,-11%
CCOC(=O)CSc1nnc(CNC(=O)c2cccs2)n1-c1cc(C)ccc1C,1%,.,5%,6%,5%,3%,-2.9,-5%
COc1ccc(N2CCN(C(=O)c3ccc(N(C)S(=O)(=O)c4ccc(OC)cc4)cc3)CC2)cc1,0%,?,0%,6%,-10%,-8%,1.6,13µM*
Cc1cc(NC(=O)c2ccccc2F)n(-c2nc3ccccc3[nH]2)n1,0%,.,-22%,-1%,-9%,-16%,-0.6,1%
Cn1c(CCNC(=O)c2ccco2)nc2cc([N+](=O)[O-])ccc21,0%,3,-13%,5%,17%,8%,-3.3,-5%
COc1ccc(/C=C/C(=O)N(Cc2ccccc2)c2ccccn2)cc1OC,-21%,2,2%,-4%,-12%,4%,0.6,3%
COC(=O)C(NC(=O)c1ccc(F)cc1)(Nc1nc(C)cs1)C(F)(F)F (stereo not given),3%,8,-5%,-10%,7%,1%,0.4,-12%
CC(C)CN(C(=O)CN1C(=O)NC(c2ccccc2)(c2ccccc2)C1=O)C1CCS(=O)(=O)C1 (stereo not given),4%,0,-3%,-4%,-1%,-2%,1.3,1%
COc1ccccc1NS(=O)(=O)c1cc(NC(=O)c2cc(=O)[nH]c3ccccc23)ccc1N1CCOCC1,-1%,-11,-1%,12%,-28%,-8%,-2.0,-13%

# Assay outcomes (PubChem BioAssay)

# Not all compounds are listed; the hit share may differ from the screen's.
